NPSR antag = qHTS Assay for Antagonists of the Neuropeptide S Receptor: cAMP Signal Transduction | AID 1461, 2008 | CHO-NPSR cells, cAMP TR-FRET, antagonist mode | actives 1% (n = 220,000) | Potency, µM (titrated, usually from 38.3 µM), without a hit: top-dose activity change, negative = inhibition, hits mostly inhibitors; note: potency is the fitted concentration of half-maximal effect; % is set by controls: 0 for no effect and ±100 for the full control effect; nearly all actives have a fitted effect of over 50% in size; many of its hits are not listed in these tables
Target sequence (Q6W5P4 whole entry, looked up): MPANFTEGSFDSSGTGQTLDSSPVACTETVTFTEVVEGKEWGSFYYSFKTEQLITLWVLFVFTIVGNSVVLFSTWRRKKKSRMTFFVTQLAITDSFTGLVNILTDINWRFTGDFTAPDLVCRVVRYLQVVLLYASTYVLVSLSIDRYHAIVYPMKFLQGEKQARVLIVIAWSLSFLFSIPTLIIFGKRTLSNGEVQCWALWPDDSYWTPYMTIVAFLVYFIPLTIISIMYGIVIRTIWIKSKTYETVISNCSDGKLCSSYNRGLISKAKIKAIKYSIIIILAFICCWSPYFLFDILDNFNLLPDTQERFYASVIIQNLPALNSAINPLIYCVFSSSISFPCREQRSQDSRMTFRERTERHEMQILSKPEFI
HttQ103 aggreg = qHTS Multiplex Assay to Identify Dual Action Probes in a Cell Model of Huntington: Aggregate Formation (GFP); PC12 HttQ103-GFP aggregates, Acumen cytometry, 40 h; Potency, µM (titrated, usually from 46.1 µM), without a hit: top-dose activity change, negative = inhibition, usual class: inhibitors; actives 1.1% (n = 220,000); AID 1688, 2009; note: potency is the fitted concentration of half-maximal effect; % is set by controls: 0 for no effect and ±100 for the full control effect; nearly all actives have a fitted effect of over 60% in size
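Multiplexed with ATP-based cell death, this channel scores GFP aggregates in PC12 cells expressing inducible HTTex1-Q103-GFP. Induction used 100 nM tebufenozide; compounds were tested in concentration series.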
IMPase Li inh = qHTS Assay for Identifying the Cell-Membrane Permeable IMPase Inhibitors: Potentiation with Lithium. CHO-M1 cells, IP1 TR-FRET (IP-One), carbachol + lithium. Potency, µM (series often up to 59.4 µM), without a hit: top-dose activity, negative = IMPase inhibition, usual class: inhibitors. actives 0.35% (n = 210,000);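 note: IP1 builds up when IMPase is blocked and the TR-FRET signal falls; potency is the fitted concentration of half-maximal effect; plate controls were basal vehicle for no effect and high inhibitor control for full effect; nearly all actives have a fitted effect of over 50% in size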
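Steps: plate 2000 CHO-M1 cells per well and culture 16–30 h; add compound and lithium; incubate 30 min, 37C; add d2-IP1 tracer and Eu cryptate anti-IP1 antibody in lysis buffer; read after 10 min at room temperature.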
CBFb-RUNX1 inh = qHTS Assay for Compounds Blocking the Interaction Between CBF-beta and RUNX1 for the Treatment of Acute Myeloid Leukemia; 230,000 tested, under 10 active; AlphaScreen CBFb-His/RUNX1-biotin binding, biochemical; Potency, µM (series often up to 59.8 µM), for the others: at the highest dose activity, negative = inhibition, actives largely listed as inhibitors; AID 1477, 2009; note: % of control where 0% means no effect
Target sequence (Q01196 whole entry, looked up): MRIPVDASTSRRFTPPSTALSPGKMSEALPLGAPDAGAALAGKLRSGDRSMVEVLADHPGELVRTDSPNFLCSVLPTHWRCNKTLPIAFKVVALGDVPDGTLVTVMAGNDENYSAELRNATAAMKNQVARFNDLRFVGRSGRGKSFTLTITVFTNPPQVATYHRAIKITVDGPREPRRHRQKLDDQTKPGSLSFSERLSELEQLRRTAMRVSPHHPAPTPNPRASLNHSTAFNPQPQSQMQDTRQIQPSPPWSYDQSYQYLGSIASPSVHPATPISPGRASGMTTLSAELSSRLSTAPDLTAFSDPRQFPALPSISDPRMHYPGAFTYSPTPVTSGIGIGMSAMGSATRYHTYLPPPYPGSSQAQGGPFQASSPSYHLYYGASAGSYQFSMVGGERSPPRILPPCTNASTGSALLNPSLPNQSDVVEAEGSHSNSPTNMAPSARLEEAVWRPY
Target sequence (Q13951 whole entry, looked up): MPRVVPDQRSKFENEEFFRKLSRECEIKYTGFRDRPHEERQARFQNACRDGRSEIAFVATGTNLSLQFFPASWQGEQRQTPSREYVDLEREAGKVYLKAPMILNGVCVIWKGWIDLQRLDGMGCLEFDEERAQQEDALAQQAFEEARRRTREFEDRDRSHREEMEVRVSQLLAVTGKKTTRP
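Bead-based AlphaScreen assay; binding partners His-tagged CBF-beta and biotinylated RUNX1 at 30 nM each. Compound exposure 15 min after a 20-min protein preincubation; bead step 90 min; all steps at room temperature.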
KinaseGlo FLuc = Counterscreen for Luciferase (Kinase-Glo TM) Inhibition | Luciferin 4-monooxygenase (Photuris pensylvanica), Q27757 | Kinase-Glo luciferase, ATP luminescence, 8 min | Potency, µM (highest dose often 38.3 µM), for the others: at the top dose activity change, negative = inhibition, usual class: inhibitors | actives 0.28% (n = 200,000); note: potency is the fitted concentration of half-maximal effect; % is set by controls: 0 for no effect and ±100 for the full control effect; nearly all actives have a fitted effect of over 60% in size
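Kinase-Glo luciferase light output from ATP and luciferin was measured with 10 uM ATP, within the enzyme's linear range. Buffer: 50 mM imidazole pH 7.2, 50 mM KCl, 7 mM MgCl2, 0.01% Tween 20, 0.05% BSA; luminescence read after 8 min at ambient temperature.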
Epigenetic reg = Quantitative High-Throughput Screen for Regulators of Epigenetic Control | murine LDR cells, GFP reporter derepression, 30 h | Potency, µM (titrated, usually from 53.9 µM), for inactives: at the highest dose GFP activation, most hits filed as activators | actives 0.2% (n = 280,000) | AID 1865, 2009; note: potency is the fitted concentration of half-maximal effect; % of control where 0% means no effect; nearly all actives have a fitted effect of over 60% in size
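Readout is the number of GFP-expressing murine LDR cells, counted by cytometry following washing. Cells were treated with compound for 30 h at 37 C; the stably integrated CMV-GFP locus is normally silent.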
L3MBTL1 block = qHTS Assay for the Inhibitors of L3MBTL1; AlphaScreen L3MBTL1–H3K9me1 peptide binding; actives 0.66% (n = 230,000); Potency, µM (doses to about 57.1 µM), for the others: top-dose activity, negative = inhibition, actives largely listed as inhibitors; Lethal(3)malignant brain tumor-like protein 1 (Homo sapiens), Q9Y468; note: potency is the fitted concentration of half-maximal effect; % is set by controls: 0 for no effect and ±100 for the full control effect; nearly all actives have a fitted effect of over 60% in size
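Read-out is AlphaScreen signal from streptavidin donor and nickel chelate acceptor beads (10 ug/mL final each) bridging L3MBTL1 (50 nM) and biotinylated K9-monomethylated H3(1-15) peptide (75 nM), after 30 min compound exposure at room temperature.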
* hit, by the source's call; ? = inconclusive; . = not tested or not shown; & = joins results of further samples; [ ] = dose if it differs, or a comment. Calls come from the whole dose curve; as a rule, active = well fitted curve in the direction sought with a large enough effect; inconclusive = small, poorly fitted or top-dose-only effect, or another doubt; inactive = no such curve, though single readings can be large; an effect the other way counts as inactive or inconclusive. A portion of the library; count on the stated rates, not on these rows.

SMILES | NPSR antag | HttQ103 aggreg | IMPase Li inh | CBFb-RUNX1 inh | KinaseGlo FLuc | Epigenetic reg | L3MBTL1 block
Cc1c(C=C2C(=O)NC(=O)NC2=O)c(=O)n(-c2ccccc2)n1C | 5% | 14% | -6% | -9% | 2% | 1.8% | 12%
C(=C/c1ccccc1)/CN1CCN(CCOC(c2ccccc2)c2ccccc2)CC1 | . | . | 36%[activator] | -18%[21.7 µM] | 0% | -2.8% | .
O=c1c2ccccc2nc(Cc2cccc([N+](=O)[O-])c2)n1-c1ccc(O)cc1 | ? | 0%[9.22 µM] | . | -5% | . | 1.1% | -4%
CC12CN3CCN(CC(C3)C1O)C2 (centres undefined) | -2%[46.1 µM] | 8% | 6%[38.3 µM] | -1% | 4% | 3.3% | 4%
CCOP(=O)(OCC)C(NC(=O)c1ccccc1)C(Cl)(Cl)Cl (centres undefined) | 3% | 16% | -7% | 13% | 3% | -1.0% | 2%
Cn1ccnc1P(=S)(c1nccn1C)N1CCOCC1 | -4%[46.1 µM] | 7% | -4%[38.3 µM] | -5% | -4% | -1.3% | -2%
O=C(O)[C@@H]1Cc2[nH]cnc2C(c2cccnc2)N1 (some centres undefined) | . | . | 7% | -13% | 0% | -0.3% | .
C#C[C@@]1(O)CC[C@@H]2[C@@H]3CCC4=CC(=O)CC[C@@]4(C)[C@H]3CC[C@]21C | . | . | -7% | -5%[21.7 µM] | 2%[17.1 µM] | 2.4%[16.9 µM] | .
Cc1ccc2c(c1)C1CN(C)CCC1N2C(=O)COc1ccc(S(=O)(=O)N2CCOCC2)cc1 (centres undefined) | 7%[46.1 µM] | -6% | 7%[38.3 µM] | 4% | 0% | -1.0% | -3%
CN(C)CCn1cnc2ccccc21 | -19% | 9%[9.22 µM] | . | -4% | . | -9.1% | -2%
CC12CCC3C(CCC4=C(O)C(=O)CCC43C)C1CCC2=O (centres undefined) | -7%[46.1 µM] | . | 10% | 9% | -2% | -1.2% | .
Cc1c(N=Cc2c(O)n(CCc3ccc(F)cc3)c(=O)[nH]c2=O)c(=O)n(-c2ccccc2)n1C | -15%[46.1 µM] | -6% | 39%[activator][38.3 µM] | 2% | -3% | 0.0% | 6%
CCc1c(C)nc(N)nc1N1N=C1SC | -6%[46.1 µM] | 9% | -1%[38.3 µM] | 1% | -2% | 5.3% | .
C=C1N2CCC(CC2)C1(O)c1ccccc1C (centres undefined) | 4%[46.1 µM] | -1% | . | 7% | . | -0.8% | -3%
COc1ccc(/C=C2\C(=O)NC(=S)N(C)C2=O)cc1C | -8% | 2%[9.22 µM] | 8% | -10% | -4% | 1.1% | 1%
Cc1ccccc1NC1=NCC(C)S1 (centres undefined) | 9%[7.67 µM] | -9% | 11%[38.3 µM] | 4% | -4% | -4.3% | 1%
Cn1cccc1-c1cccnc1 | . | . | 0% | ? | . | 0.0% | .
c1ccc(Cc2nn3c(Cn4cnc5ccccc54)nnc3s2)cc1 | 9%[46.1 µM] | ? | 47%[activator][38.3 µM] | -5% | 1% | -6.3% | -5%
N#C/C(=C\c1ccc(O)c(O)c1)C(=O)NCCCNC(=O)/C(C#N)=C/c1ccc(O)c(O)c1 | ? | . | 51%[activator] | -24% | -4% | 2.4% | .
CCC(C)C(=O)OC1C[C@@]2(C)C(c3ccoc3)OC(=O)CC23OC2(C)OC34C(OC(=O)C(C)C)[C@]3(O)C(OC(=O)C5(C)OC5C)[C@]5(C)CC3(O)[C@](C)(C5CC(=O)OC)C14O2 (some centres undefined) | . | . | 6% | 8% | -3% | -1.3% | .
CN(CC(=O)Nc1ccc(N2CCOCC2)cc1)CC(=O)Nc1cccc(C#N)c1 | 6% | ? | 2% | 3% | -1% | -3.2% | 1%
CC(C)c1ccc(-n2c(O)c(C=NC(CCS(C)=O)C(=O)O)c(=O)[nH]c2=S)cc1 (centres undefined) | 17% | 6%[9.22 µM] | . | 12% | . | 7.0% | 2%
CCN1CCN(c2nc3c(c(=O)[nH]2)CCCC3)CC1 | -4%[46.1 µM] | -14% | -15%[38.3 µM] | 13% | 9% | -1.6% | 4%
COc1ccc(N2C(=O)CC(N3CC=C(c4ccccc4)CC3)C2=O)cc1 (centres undefined) | -9%[46.1 µM] | -18% | 10%[38.3 µM] | -11% | 2% | 0.0% | -9%
CCC(=O)OC1(c2cccc(C)c2)CC(C)N(C)CC1C (centres undefined) | -9%[46.1 µM] | 7% | 33%[activator][38.3 µM] | 4% | 4% | -1.1% | .

Among those listed so far, these have an aryl methoxy group:
SMILES | NPSR antag | HttQ103 aggreg | IMPase Li inh | CBFb-RUNX1 inh | KinaseGlo FLuc | Epigenetic reg | L3MBTL1 block
COc1ccc(/C=C2\C(=O)NC(=S)N(C)C2=O)cc1C | -8% | 2%[9.22 µM] | 8% | -10% | -4% | 1.1% | 1%
COc1ccc(N2C(=O)CC(N3CC=C(c4ccccc4)CC3)C2=O)cc1 (centres undefined) | -9%[46.1 µM] | -18% | 10%[38.3 µM] | -11% | 2% | 0.0% | -9%

Additional records
SMILES | NPSR antag | HttQ103 aggreg | IMPase Li inh | CBFb-RUNX1 inh | KinaseGlo FLuc | Epigenetic reg | L3MBTL1 block
CC1=C2[C@@H]3OC(=O)[C@@H](C)[C@@H]3CC[C@]2(C)C=CC1=O | . | 2% | 2% | -15%[21.7 µM] | -2%[17.1 µM] | -0.3%[16.9 µM] | .
N/C(=N\[N+](=O)[O-])N1CCN(C(=O)c2ccccc2)CC1 | 9% | -22% | 1% | 3% | -5% | 1.1% | .
Cc1c(NP(=O)(C(C)(C)C)C(C)(C)C)c(=O)n(-c2ccccc2)n1C | 4% | 27% | 10% | 5% | 5% | -4.5% | 1%
CC1CCC(C(C)C)C(OC(=O)COC(=O)c2ccccc2N)C1 (centres undefined) | -50% | 5% | 21% | 1% | 2% | -5.1% | 95%[activator]
S=C=S | . | 17% | -17% | 4%[21.7 µM] | . | . | .
C[C@@H]1C2C[C@@]34COC(=O)C3=CC=C[C@H]4[C@@]13C[C@H](c1ccoc1)O[C@@H]3O2 | 4% | 12% | 8% | 15% | -4% | 0.0% | 16%
CCOC(=O)c1ccc(NC(c2ccc(N(C)C)cc2)P(=O)(OC(C)C)OC(C)C)cc1 (centres undefined) | ? | -18% | 12% | ? | -6% | 4.3% | ?
O=c1c2ccccc2nc(-c2cccs2)n1-c1ccccc1 | -21%[46.1 µM] | 7% | -2%[38.3 µM] | -11% | -3% | 0.4% | 2%
CN1CCN(c2ccc(C=O)cc2)CC1 | 6%[46.1 µM] | 19% | 20%[38.3 µM] | 4% | -8% | -1.0% | .
CCc1ccc2c(CN3CC=C(c4ccccc4)CC3)cc(=O)oc2c1 | -8% | -10% | 20% | -4% | -1% | -1.2% | 4%
O=C1NC(=O)N(c2ccccc2)C(=O)/C1=C/C=C/c1ccco1 | ? | 9%[9.22 µM] | . | -24% | . | 1.1% | .
CN1CC[C@@H]2CN3CCc4cccc(c43)[C@H]2C1 | . | . | 24% | -8%[21.7 µM] | -2% | -1.4% | .
COc1ccc(OCC#CCN2CCC(C)CC2)cc1 | 8% | 23% | 16% | 4% | -2% | 3.1% | -3%
O=C(Nc1cccc(OC(=O)N2CCCCC2)c1)N1CCCCC1 | -17%[46.1 µM] | -13% | 14%[38.3 µM] | 3% | -3% | -1.1% | .
C=CCN1CC[C@]23c4c5ccc(O)c4OC2C(=O)CC[C@@]3(O)C1C5 (some centres undefined) | 18% | 3%[9.22 µM] | . | 10% | . | 0.0% | .
CNC(=O)Oc1ccc(N(C)C)cc1C(C)C | -7% | -9%[9.22 µM] | . | -1% | . | -1.1% | 43%[activator]
CC(C)OP(=O)(OC(C)C)C(O)c1ccc(Br)cc1 (centres undefined) | -9%[46.1 µM] | -7% | 11% | -8% | 2% | 0.0% | -7%
CC(=O)Cc1c[nH]c2ccccc12 | 8% | -9%[9.22 µM] | . | 3% | . | 2.4% | 6%
CCc1nnc(NS(=O)(=O)c2ccc(N=Cc3c(O)n(-c4ccccc4)c(=O)[nH]c3=O)cc2)s1 | 12% | 2% | 4% | -2% | -1% | -0.2% | 9%
C=CCOC(=O)c1ccccc1N | . | . | 0% | 0%[21.7 µM] | . | . | 8%
O=c1[nH]c(=O)n(C2CCCCC2)c(O)c1/C=N/N1CCCCC1c1cccnc1 (centres undefined) | -1% | -9%[9.22 µM] | . | 10% | . | 0.9% | 1%
COc1ccc(Cl)cc1NC1=NCC(C)S1 (centres undefined) | -2%[46.1 µM] | -1% | 19%[38.3 µM] | 9% | -1% | -2.0% | 2%
C[C@@H]1C[C@@H]2O[C@H]2/C=C\C=C\C(=O)Cc2c(Cl)c(O)cc(O)c2C(=O)O1 | ? | -5%[9.22 µM] | -2% | 4% | . | 0.1% | -5%
CCC/C(=N\O)c1c[nH]c2ccccc12 | 4%[46.1 µM] | 9% | 4%[38.3 µM] | -3% | 0% | -4.1% | 1%
CC(=O)OC1CC2C(C)(C)C(=O)C=C[C@]2(C)C2CC[C@]3(C)C(=CC(=O)OC3c3ccoc3)[C@]12C (some centres undefined) | . | . | 12% | 6% | -3% | -1.3% | .

The listing continues.
SMILES | NPSR antag | HttQ103 aggreg | IMPase Li inh | CBFb-RUNX1 inh | KinaseGlo FLuc | Epigenetic reg | L3MBTL1 block
CC(C)N1OC2CC1c1nc3ccccc3n1C2 (centres undefined) | 39% | 8%[9.22 µM] | . | 3% | . | -3.0% | .
O=C(O)CNCP(=O)(O)O | . | . | 2%&-13% | . | -4%[7.66 µM] | -2.6% | .
COC(=O)C1(O)CC2OC1(C)n1c3ccccc3c3c4c(c5c6ccccc6n2c5c31)C(=O)NC4 (centres undefined) | . | . | -4% | -14%[13.1 µM] | 4%[39.9 µM] | -0.1%[10.1 µM] | .
C=C1C(O)C2OC3(CCC(/C=C/C(C)C4CC(C)=CC5(OC(CC(C)(O)C(=O)O)CCC5O)O4)O3)CCC2OC1C(O)CC(C)C1OC2(CCCCO2)CCC1C (centres undefined) | . | . | 10% | -16%[2.36 µM] | 2%[39.9 µM] | ? | .
O=C(Cc1ccccc1)NC(Cc1ccc(Cl)cc1)C(=O)O (centres undefined) | 29% | -3%[9.22 µM] | . | 2% | . | 3.7% | 1%
Cc1c(C=O)c2ccccc2n1Cc1ccc(F)cc1 | -31% | . | 10% | 4% | 0% | 0.0% | 8%
OCC[N+]12CCC(CC1)C(C(O)(c1ccccc1)c1ccccc1)C2 (centres undefined) | 16% | -19%[9.22 µM] | . | 3% | . | -1.4% | 2%

Compound activity: PubChem BioAssay, National Center for Advancing Translational Sciences (NCATS)
